EPAC1 agonist = activates human EPAC1 exchange factor; EPAC1 agonist qHTS, biochemical assay; response scale: 100% = response to 6.5 mM cAMP; Potency, µM (series often up to 154 µM), inactives show top-dose activation, usual class: activators; hit rate 0.073% among 360,000; AID 720707; also: potency is read from the fitted curve at half-maximal effect; nearly all actives have a fitted effect of over 60% in size
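Read-out is the fluorescence drop as BODIPY-GDP leaves Rap1B (480 nm excitation, 540 nm emission), recorded every 5 minutes over 30 minutes. Reactions held 100 nM EPAC1, 250 nM Rap1B–BODIPY-GDP and 50 uM GDP, with 6.5 mM cAMP setting full activation.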
PI5P4Ka inh = blocks human PI5P4K alpha kinase activity; P48426; PI5P4Kalpha enzyme, ADP-Glo luminescence, 60 min; hits give low values; max response, %; hit rate 1.2% among 330,000; AID 652105; active = max response of -50% or lower; inconclusive = between -30% and -50%; inactive = -30% or higher; also: value at the top dose of about 77 µM; % is scaled to controls: 0 for no effect and ±100 for the full control effect
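Reactions run in 0.038 M HEPES pH 7.4, 0.28 mM EGTA, 0.1% CHAPS and 5% DMSO, with PI5P4Kalpha, substrate, compound and 5 microM ATP final, one hour at room temperature. Readout is ADP-Glo luminescence.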
IL2 activator = activators of IL-2; IL-2 activation reporter assay, cell-based qHTS; stimulated with anti-CD3/CD4/CD28 beads; in transgenic mouse T cells; activation, % (series mostly up to about 46 µM); hit rate 0.065% among 360,000; in the data active = activation above about 50%; inconclusive = mostly about 30% to 49%; also: 0% is about no effect
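Quantitative HTS in unstimulated transgenic mouse T cells, with memory T cells as non-tolerant control and PMA/ionomycin as tolerance-bypass control. Compound pretreatment lasted 60 minutes before 18 h bead stimulation; EGFP/DsRed fluorescence read.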
aSyn yeast inh = inhibitors of alpha-synuclein toxicity in yeast; Yeast expressing alpha-synuclein, growth rescue, BacTiter-Glo, 24 h; Potency, µM (titrated, usually from 46.1 µM), inactives show at the highest dose growth rescue (activation), most hits filed as activators; hit rate 0.14% among 370,000; AID 652106; also: potency is read from the fitted curve at half-maximal effect; % of control where 0% means no effect; nearly all actives have a fitted effect of over 65% in size
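Screening used galactose-induced yeast with toxic alpha-synuclein levels, exposed to compound for 24 hr at 30 deg C. Cell growth, read with BacTiter-Glo luminescence, gave the measured signal.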
WRN inhibitor = blocks human WRN helicase | WRN helicase unwinding, fluorescent forked duplex, kinetic | Potency, µM (highest dose often 114 µM), without a hit: top-dose activity change, negative = inhibition, hits mostly inhibitors | Q14191 | AID 651768 | hit rate 0.46% among 360,000; also: potency is read from the fitted curve at half-maximal effect; % is scaled to controls: 0 for no effect and ±100 for the full control effect; nearly all actives have a fitted effect of over 55% in size
Target sequence (Q14191 whole entry, looked up): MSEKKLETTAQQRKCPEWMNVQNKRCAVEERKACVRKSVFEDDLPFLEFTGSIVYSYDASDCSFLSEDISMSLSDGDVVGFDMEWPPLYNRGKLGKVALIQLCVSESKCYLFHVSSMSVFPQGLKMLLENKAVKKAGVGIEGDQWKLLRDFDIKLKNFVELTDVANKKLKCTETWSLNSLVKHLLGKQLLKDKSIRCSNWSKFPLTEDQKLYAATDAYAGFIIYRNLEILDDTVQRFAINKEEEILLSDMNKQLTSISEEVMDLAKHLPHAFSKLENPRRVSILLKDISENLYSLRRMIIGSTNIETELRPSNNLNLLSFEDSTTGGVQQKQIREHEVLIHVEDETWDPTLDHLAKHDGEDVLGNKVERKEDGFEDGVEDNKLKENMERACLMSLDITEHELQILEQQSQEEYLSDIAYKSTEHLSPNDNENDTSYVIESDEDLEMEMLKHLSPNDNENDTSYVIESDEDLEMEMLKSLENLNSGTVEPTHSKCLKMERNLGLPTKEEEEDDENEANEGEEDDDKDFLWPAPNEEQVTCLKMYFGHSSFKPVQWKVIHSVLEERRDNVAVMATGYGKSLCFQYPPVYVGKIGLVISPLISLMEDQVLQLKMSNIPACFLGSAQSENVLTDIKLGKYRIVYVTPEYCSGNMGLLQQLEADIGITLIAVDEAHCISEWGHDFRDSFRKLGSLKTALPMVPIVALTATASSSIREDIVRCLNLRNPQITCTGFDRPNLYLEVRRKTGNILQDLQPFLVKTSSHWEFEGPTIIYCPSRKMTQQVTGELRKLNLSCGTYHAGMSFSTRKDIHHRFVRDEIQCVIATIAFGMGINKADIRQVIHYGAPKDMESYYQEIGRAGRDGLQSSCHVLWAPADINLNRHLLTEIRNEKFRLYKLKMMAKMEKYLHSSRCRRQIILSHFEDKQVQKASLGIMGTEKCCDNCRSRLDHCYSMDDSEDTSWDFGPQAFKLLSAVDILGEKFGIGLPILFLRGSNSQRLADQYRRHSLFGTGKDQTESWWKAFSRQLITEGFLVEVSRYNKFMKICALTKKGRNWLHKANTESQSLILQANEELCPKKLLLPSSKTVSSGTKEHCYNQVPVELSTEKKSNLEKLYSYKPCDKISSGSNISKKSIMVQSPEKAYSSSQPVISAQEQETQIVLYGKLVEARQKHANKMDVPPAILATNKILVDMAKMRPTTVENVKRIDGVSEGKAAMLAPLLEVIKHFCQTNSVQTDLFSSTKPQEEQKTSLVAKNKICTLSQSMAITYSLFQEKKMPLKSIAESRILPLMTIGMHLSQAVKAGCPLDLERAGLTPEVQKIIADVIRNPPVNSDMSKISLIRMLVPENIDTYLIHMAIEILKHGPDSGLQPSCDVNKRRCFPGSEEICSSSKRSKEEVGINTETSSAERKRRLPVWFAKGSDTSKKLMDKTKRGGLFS
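WRN at 20 nM final preincubated with compound 15 min at room temperature; reaction started with 100 nM fluorophore/quencher forked duplex oligonucleotide and 2 mM ATP final. Unwinding followed kinetically by red fluorescence (ex 525, em 598 nm).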
FUS suppressor = rescues growth of FUS-expressing yeast; S. cerevisiae FUS-expressing, growth rescue, OD600, 24 h; Potency, µM (highest dose often 76.6 µM), for the others: top-dose growth rescue (activation), most hits filed as activators; hit rate 0.24% among 390,000; AID 1347120;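 also: potency is read from the fitted curve at half-maximal effect; plate controls were DMSO vehicle for no effect and reference control for full effect; nearly all actives have a fitted effect of over 55% in size; some results filed as inactive show a strong effect at the top dose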
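Galactose (2%) drives FUS expression in yeast precultured in raffinose; seeding density OD 0.005. Test compounds incubated 24hr at 30C and 99% humidity before absorbance at 600 nm was measured.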
Abeta yeast res = restores growth of yeast expressing A-beta42 peptide; yeast expressing A-beta42, growth rescue, OD600, 48 h; response scale: 0% DMSO, 100% iron-clioquinol control; Potency, µM (series often up to 46.1 µM), for the others: at the highest dose growth rescue, actives largely listed as activators; hit rate 0.063% among 410,000; AID 1347071; also: potency is read from the fitted curve at half-maximal effect; nearly all actives have a fitted effect of over 55% in size
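Growth rescue measured by 600 nm absorbance after 48 h yeast culture at 30 C with compound. Values normalized between DMSO and an equimolar ferric chloride plus clioquinol control.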
PLK1 PBD inh = PLK1 (human) polo-box domain binding inhibition; P53350; Plk1 PBD binding of FITC phosphopeptide, fluorescence polarization; Potency, µM, without a hit: max response, negative = inhibition, actives largely listed as inhibitors; hit rate 2.8% among 360,000; AID 720504; also: potency is read from the fitted curve at half-maximal effect; series mostly up to about 57 µM; % is scaled to controls: 0 for no effect and ±100 for the full control effect; nearly all actives have a fitted effect of over 65% in size
EPAC1 antag = antagonists of human EPAC1; O95398; EPAC1 GEF assay, Rap1b-BODIPY-GDP exchange fluorescence; Potency, µM (top dose mostly 115 µM), without a hit: top-dose activity change, negative = inhibition, actives largely listed as inhibitors; hit rate 0.14% among 360,000; AID 720709;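 also: potency is read from the fitted curve at half-maximal effect; plate controls were vehicle for no effect and positive control for full effect; nearly all actives have a fitted effect of over 50% in size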
* = called active by the depositor; ? = inconclusive; · = not tested or not shown; & = joins results of further samples; [ ] = remark or other dose. Unless noted, calls follow the shape of the dose curve; as a rule, active = well fitted curve in the direction sought with a large enough effect; inconclusive = small, poorly fitted or top-dose-only effect, or another doubt; inactive = no such curve, though single readings can be large; an effect the other way counts as inactive or inconclusive.

SMILES	EPAC1 agonist	PI5P4Ka inh	IL2 activator	aSyn yeast inh	WRN inhibitor	FUS suppressor	Abeta yeast res	PLK1 PBD inh	EPAC1 antag
O=C(COC(=O)c1ccc2c(c1)OCCO2)Nc1cccc(S(=O)(=O)N2CCOCC2)c1	15%	1	-0.9	3%	9%	16%	4%	-13%	-11%
O=C(NCc1n[nH]c(=S)n1-c1cccc(C(F)(F)F)c1)c1ccc(S(=O)(=O)N2CCCCC2)cc1	-7%	1	-0.9	-8%	-4%	?	-4%	-6%	-6%
CN(Cc1cccc(Cl)c1Cl)C(=O)CCNC(=O)c1ccco1	1%	1	0.0	2%	11%	12%	-4%	-7%	9%
CCCc1cc(=O)n2[nH]c(SCc3ccc(Cl)cc3)nc2n1	-18%	-5	1.3	-5%	-11%[57.1 µM]	-6%	-16%	-14%	-9%
CC1(C)Cc2c(C#N)c(SCc3ccccc3)nc(N3CCOCC3)c2CO1	0%	15	-0.1	17%	-16%	10%	-8%	-3%	-1%
CCN(CC)C(=O)C1=C(C)N(CCCN2CCCC2=O)C(=O)C(CC(=O)NCC2CCCCC2)C1 (configuration not stated)	2%	-6	-1.2	1%	-5%	-9%	3%	6%	12%
Cc1ccc(-n2nnnc2SC(C)C(=O)Nc2ccc(Cl)cn2)cc1 (configuration not stated)	21%	·	-3.1	0%	-3%[57.1 µM]	7%	-17%	-5%	4%
O=C1N=C(N2CCOCC2)S/C1=C\c1ccccc1OS(=O)(=O)c1ccccc1	-3%	3	0.2	13%	-2%	-1%	-1%	-11%	0%
CN(C(=O)COc1ncnc2c1cnn2-c1ccccc1)C1CCCCC1	-5%	-5	0.6	12%	3%	10%	-7%	8%	8%
COc1ccc(C2CC(C(F)(F)F)n3nc(C(N)=O)c(Cl)c3N2)cc1OC (configuration not stated)	-6%	0	-1.3	-2%	9%	16%	4%	-1%	14%
Cc1nn(CC(=O)N/N=C/c2ccc3c(c2)OCO3)c(C)c1Br	-4%	-1	0.0	-1%	-33%[57.1 µM]	10%	1%	4%	6%
Cc1ccc(N2C(=O)c3ccc(C(=O)O)cc3C2=O)cc1C	-4%	·	0.0	7%	6%	16%	-1%	-3%	-4%
NS(=O)(=O)c1ccc(NC(=O)Cn2ncc3c2-c2ccccc2OC3)cc1	-1%	6	-1.6	-2%	-24%	7%	1%	-20%	-13%
COc1ccc(OC)c(S(=O)(=O)NC(=O)C2(C)CCN2C(=O)c2ccco2)c1 (configuration not stated)	3%	-2	0.4	0%	3%	-25%	-15%	4%	-7%
Cc1ccc(OCCCNC2CCCC2)cc1	7%	-3	1.4	6%	4%	-5%	2%	3%	-2%
O=C(CN1CCN(Cc2ccccc2Cl)CC1)N/N=C/C=C/c1ccco1	-13%	-6	-2.4	0%	6%	37%	0%	-1%	8%
COc1ccc(NC(=O)Cc2ccccc2)cc1	12%	·	-2.6	-4%	-2%	41%	10%	-22%	-1%
Cc1nn(Cc2c(Cl)cccc2Cl)c(C)c1NC(=O)CCCn1nc([N+](=O)[O-])c(Cl)c1C	-3%	2	0.7	2%	-2%	39%	5%	-6%	-9%
COc1ccccc1NC(=O)Nc1cc(C(C)C)ccc1C	-5%	-4	-0.3	?	15%	24%	1%	1%	19%
Cc1ccc(-c2nc(N)sc2C)cc1	-5%	-2	-0.3	?	-2%	-23%	0%	-7%	-15%
CCCCNC1CCS(=O)(=O)C1 (configuration not stated)	-2%	·	-2.2	-5%	3%	-10%	9%	1%	10%
NS(=O)(=O)c1ccc(CNC(=O)C2CCCCC2)cc1	-3%	·	7.0	5%	3%	2%	10%	3%	12%
CCOc1ccc(/C=N/OCC(=O)Nc2cc(S(=O)(=O)N3CCOCC3)ccc2OC)cc1	5%	2	-1.9	-3%	0%	-11%	2%	-11%	-23%
Cc1cccc(OCc2nnc(SCC(=O)N3CCCCC3)o2)c1	-12%	-2	0.7	9%	-3%	9%	7%	0%	-10%
CCc1nc2c(OCCc3cccc(OC)c3)cccn2c1N(C)C(=O)c1ccc(C)cc1	10%	2	-0.2	2%	-5%	13%	3%	-5%	-17%
CCN(CC)CC(=O)Nc1sc(C)c(C)c1C(=O)c1ccc(C)cc1	3%	3	-0.7	-4%	-11%	25%	1%	-8%	-4%
Cn1nc(C(F)(F)F)c2cc(C(=O)Nc3ccc(C(F)(F)F)cc3)sc21	2%	6	-0.4	-8%	-19%	-18%	7%	5%	-18%
O=C(NC1CC1)c1cc(-c2ccccn2)nc2ccccc12	-3%	0	1.6	-4%	1%	-8%	-11%	4%	4%
O=C(O)c1coc2ccccc12	16%	5	-0.1	-1%	11%	-21%	11%	-3%	9%
O=C(c1ccccc1F)N(Cc1cccnc1)Cc1cc2cc3c(cc2[nH]c1=O)OCCO3	-2%	4	-0.5	2%	-15%[57.1 µM]	9%	3%	0%	-19%
CCCCc1nnc(NC(=O)CSc2nc(=O)cc(N)n2-c2ccccc2)s1	-5%	·	2.2	9%	0%	30%	5%	-4%	-3%
CN(C)c1ccc(CNS(=O)(=O)c2ccc3c(c2)C(C)(C)C(=O)N3C)cc1	-5%	3	-1.8	-4%	3%	-9%	-4%	-8%	1%
Cc1ccc(NC(=O)c2sccc2C)nc1	11%	-6	-0.4	-21%	12%	5%	-20%	5%	14%
CSc1ccc(CN2CCC(Oc3ccc(C(=O)N4CCCC4)cc3)CC2)cc1	-4%	0	-1.9	4%	2%	1%	10%	-10%	-27%
COc1ccc(C(=O)NNC(=S)NC(=O)/C=C/c2cccs2)cc1	-1%	-12	2.5	7.1µM*	4%	12%	8.9µM*	-21%	13%
Cc1cccc(NC(=O)c2nc(S(=O)(=O)Cc3ccccc3)ncc2Cl)c1	-6%	-17	-3.9	0%	?	17%	-42%[inhibitor]	8.4µM*	?
COCCn1c(SCc2nc3ccccc3c(=O)[nH]2)nc2ccccc2c1=O	5%	-9	5.4	5%	0%	-2%	0%	-3%	-10%
Cc1[nH]c2ccccc2c1C(=O)C(=O)NCc1nnnn1-c1ccc(F)cc1	14%	2	0.5	-4%	6%	-26%	-3%	-15%	-7%
O=C(COc1ccc(NS(=O)(=O)c2ccc(F)cc2)cc1)N1CCOCC1	-6%	-3	-2.6	-6%	-6%	-35%	0%	4%	6%
COc1cccc(NC(=O)COC(=O)C2C3CC4OC(=O)C2C4C3)c1 (configuration not stated)	-2%	1	-0.9	2%	-17%	-8%	-10%	-2%	3%
Cc1cc(Cl)c2oc(C(=O)N(C)Cc3cc(C)[nH]n3)c(C)c2c1	-4%	17	-5.0	2%	-29%	28%	4%	-4%	1%
C#CCN(C[C@@H]1[C@@H](OC(=O)NC2CCCC2)[C@@H](OC(=O)NC2CCCC2)CN(C(=O)OC(C)C)N1C(=O)OC(C)C)S(=O)(=O)c1ccc(C)cc1	-28%	3	-4.0	1%	-6%	44%	-4%	-14%	-9%
CCN(CC)C(=O)N1CCN(S(=O)(=O)c2ccccc2)CC1	2%	0	0.3	-2%	-8%	-46%	-17%	-2%	-26%
COc1cc2c(-c3ccccc3)c(C)oc2cc1/C=N/NC(N)=S	-8%	-11	1.7	10%	-4%	1%	-4%	-4%	6%
CC(C)(C)c1ccc(OCCC(=O)OCC(=O)NC2CCCCC2)cc1	0%	0	-3.4	7%	-7%	24%	-7%	-3%	-11%
CCOC(=O)c1oc2ccccc2c1NC(=O)c1cccc(OC)c1	10%	·	-2.0	1%	-8%	6%	-18%	-4%	-2%
CCOC(=O)CCc1c(C)nc2c(c(C)nn2-c2ccc(C)cc2)c1C	-8%	2	2.4	9%	1%	-31%&-26%	-4%&-7%	9%	6%
COC(=O)c1ccc(N=NN2CCCCC2)cc1	8%	4	2.0	-3%	-2%	8%	-34%	-12%	-13%
CCOc1cc2[nH]c(=O)n(Cc3ccccc3)c(=O)c2cc1OCC	14%	-1	-1.5	·	-2%	-7%	-5%	-9%	0%
CC(NC(=O)Cc1ccc(F)cc1)C(c1cccs1)N1CCN(C)CC1 (configuration not stated)	1%	·	-1.3	0%	-5%[57.1 µM]	-1%	1%	1%	11%

Next records follow:
SMILES	EPAC1 agonist	PI5P4Ka inh	IL2 activator	aSyn yeast inh	WRN inhibitor	FUS suppressor	Abeta yeast res	PLK1 PBD inh	EPAC1 antag
COc1ccccc1CNC(=O)CN1C(=O)NC2(CCC(C)CC2)C1=O (configuration not stated)	-3%	1	0.8	-4%	8%	1%	-3%	-7%	1%
CCN(CC)CCCOC(=O)C1(c2ccccc2)CCCC1	6%	6	-3.0	0%	-18%	-41%	-7%[9.22 µM]	-8%	-15%
CC(C)(C)NC(=O)C(c1ccncc1)N(C(=O)Cn1nnc(-c2ccc(F)cc2)n1)c1ccccc1 (configuration not stated)	-6%	-4	0.8	4%	10%	1%	10%	27µM*	-8%
Cc1cc(C)c(-c2cc(C(F)(F)F)no2)c(=O)[nH]1	3%	·	-0.1	-15%	7%	-6%	6%	-2%	15%
CCCCCC(=O)NC(=S)Nc1ccc2oc(=O)ccc2c1	-6%	-4	-1.8	-2%	3%	-11%	28%	-9%	6%
COc1cccc(NC(=O)NCCCN2CCN(c3ccc(F)cc3)CC2)c1	19%	2	-0.4	-1%	4%	6%	2%	-11%	-3%
S=C(Nc1ccccc1Cl)N1CCCCCC1	0%	-6	-1.3	-3%	3%	-1%	-8%	-2%	-27%
COc1ccccc1N(C)S(=O)(=O)c1ccc(C(=O)N2CCC(C(N)=O)CC2)cc1	1%	0	-0.8	-10%	12%	-4%	0%	-7%	10%
O=S(=O)(c1ccccc1)N(CC1CO1)c1cccc2ccccc12 (configuration not stated)	2%	-13	-0.6	9%	-12%	18%	-14%	-7%	-19%
N/C(=N/O)c1cccn1Cc1ccccc1[N+](=O)[O-]	7%	3	-1.6	-3%	0%[57.1 µM]	7%	0%	-5%	6%
